Screens: PubChem, The Scripps Research Institute Molecular Screening Center
TLR4-MyD88 inh: TLR4-MyD88 interaction inhibition; O00206; Cell-based TLR4-MyD88 binding inhibition assay; inhibition, % at 10 µM; hit rate 0.06% among 16,000; in the data active means inhibition above about 45%
Nox1 inhibitor: inhibitors of human NADPH oxidase 1 (Nox1) | AID 1792 | HT29 cells, luminol chemiluminescence ROS | hit rate 0.81% among 16,000 | Q9Y5S8 | inhibition, % at 6.7 µM
NOTCH ag: agonists of NOTCH signaling. NOTCH signaling luciferase reporter cells, luminescence. activation, % at 2.5 µM. AID 434982. hit rate 0.4% among 15,000; in the data active means activation above about 2.2%
PME-1 Maybr inh: Maybridge compound blocking human PME-1 | hit rate 0.5% among 16,000 | Q9Y570 | inhibition, % at 9 µM | recombinant PME-1, FP-Rh probe fluorescence polarization; in the data active means inhibition above about 30%
luminol inh ctr: luminol signal inhibition, Nox1 inhibitor counter-screen. HRP/luminol/H2O2 chemiluminescence counterscreen. inhibition, % at 6.7 µM. hit rate 0.4% among 16,000; further: reference of the scale not given here
KOR antag MB: antagonists of human kappa opioid receptor OPRK1, Maybridge library | P41145 | inhibition, % at 9 µM | hit rate 0.4% among 16,000 | AID 652031 | OPRK1 cells, antagonist mode, fluorescence readout; in the data active means inhibition above about 50%
Target sequence (P41145 whole entry, looked up): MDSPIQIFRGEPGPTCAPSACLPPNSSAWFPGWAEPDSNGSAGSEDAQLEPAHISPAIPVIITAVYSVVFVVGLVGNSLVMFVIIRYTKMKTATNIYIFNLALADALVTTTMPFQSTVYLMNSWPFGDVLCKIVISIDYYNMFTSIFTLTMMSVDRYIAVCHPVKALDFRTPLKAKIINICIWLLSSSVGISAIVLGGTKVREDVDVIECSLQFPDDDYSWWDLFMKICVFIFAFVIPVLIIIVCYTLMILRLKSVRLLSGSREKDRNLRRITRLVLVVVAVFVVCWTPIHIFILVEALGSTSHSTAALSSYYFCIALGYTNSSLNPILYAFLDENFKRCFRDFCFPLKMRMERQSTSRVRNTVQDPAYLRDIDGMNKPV
S1P1 ag: S1P1 (human) receptor agonism; hit rate 1.5% among 16,000; P21453; activation, % at 4.5 µM; S1P1 agonist cell-based reporter assay; in the data active means activation above about 80%
rat GALR2 ag: GALR2 (rat) receptor agonism | activation, % at 10 µM | cell-based GALR2 agonist screen | O08726 | hit rate 0.5% among 16,000 | AID 833; in the data active means activation above about 15%
Target sequence (O08726 whole entry, looked up): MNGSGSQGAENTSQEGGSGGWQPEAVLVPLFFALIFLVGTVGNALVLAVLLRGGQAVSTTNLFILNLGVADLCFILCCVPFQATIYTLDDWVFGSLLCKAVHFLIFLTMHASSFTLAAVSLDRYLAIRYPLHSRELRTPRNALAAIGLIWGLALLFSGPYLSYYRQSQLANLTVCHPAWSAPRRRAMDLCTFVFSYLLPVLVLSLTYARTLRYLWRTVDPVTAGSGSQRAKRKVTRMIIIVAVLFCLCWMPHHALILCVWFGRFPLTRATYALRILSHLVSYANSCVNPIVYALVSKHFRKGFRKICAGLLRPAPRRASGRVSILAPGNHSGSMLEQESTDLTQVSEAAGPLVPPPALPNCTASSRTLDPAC
* hit, by the source's call; . = not tested or not shown. Unless noted, no stated cut-off is given here; in the data, active means inhibition above about 75%; inactive means the rest.

SMILES	TLR4-MyD88 inh	Nox1 inhibitor	NOTCH ag	PME-1 Maybr inh	luminol inh ctr	KOR antag MB	S1P1 ag	rat GALR2 ag
O=C1/C(=C/c2ccccc2)Cc2ccccc21	-3	-3	-0.4	4	-3	-15	-12	-7
O=C1C2C(C(=O)C3C1[C@H]1C=C[C@@H]3C1)[C@H]1C=C[C@@H]2C1 (stereo partly specified)	5	-48	-0.7	0	3	-2	1	-5
N#Cc1ccc(-c2csc(-c3cnccc3C(F)(F)F)n2)cc1	3	-2	0.0	14	-2	9	27	-6
O=C(O)C(O)c1ccccc1Cl (stereo unspecified)	1	-21	-0.5	3	-2	-7	-7	-4
COc1cccc(-c2nc(C)c(C(C)=O)c(SCc3ccccc3)n2)c1	-10	-1	-1.1	2	1	1	-22	-4
Cc1ccc(NC(=O)c2ccsc2)cc1NS(C)(=O)=O	6	-8	0.4	2	-4	-1	-3	-4
COc1ccc(/C=C(\C#N)S(=O)(=O)c2ccccc2Cl)s1	-5	-23	-0.3	4	4	-8	25	-10
O=C(c1ccc(F)cc1)C1CCN(CC(O)C(F)(F)F)CC1 (stereo unspecified)	15	-51	-0.6	-5	4	-16	73	-4
Cc1cc(NC(=O)c2ccc(Cl)cc2)n(-c2ccccc2)n1	-6	-18	0.2	-2	2	-22	-1	-6
Cc1ccccc1-n1c(N)cc(=O)[nH]c1=O	-6	27	0.0	7	-5	-6	-2	-6
Clc1ccc(SCc2csc(-c3ccsc3)n2)cc1	1	1	-0.8	4	-2	6	1	-11
O=C(NC(N1CCCC1=O)(C(F)(F)F)C(F)(F)F)c1cccnc1	-4	-38	.	-1	0	-7	-6	-6
Fc1ccc(-c2ccc3ccccc3n2)cc1	-16	13	-1.2	3	-7	-1	1	-5
CC1CCCCN1CCCNC(=O)Nc1ccc(Cl)cc1 (stereo unspecified)	4	-28	-0.2	-2	1	10	-15	-3
CC12CCC(C(=O)N3NC(=O)[C@@H](c4ccccc4)[C@@H]3c3ccccc3)(OC1=O)C2(C)C (stereo partly specified)	2	-105	-0.7	13	3	-8	2	-11
CCc1[nH]c(=O)cc2cc(OC)c(OC)cc12	5	-26	-0.5	-1	1	-1	-8	-1
O=C(NCCSCc1ccco1)c1cncc(Br)c1	-9	28	-0.1	4	-5	-18	-12	-7
CSC1=NCCCN1C(=O)c1c(-c2c(F)cccc2Cl)noc1C	.	-22	-0.3	0	2	-11	4	-1
COC(=O)c1ccc(-c2nnco2)cc1	10	4	-0.4	2	-1	2	2	-7
CCOc1ccc(C(C)=O)cc1OCC	11	-21	-0.1	1	-2	2	-3	-5
Cn1nc(C(F)(F)F)cc1OC(=O)c1cccs1	0	-58	-5.4	1	-1	17	-15	-2
CC(C)(C)S(=O)(=O)/C(C#N)=C/Nc1ccc(OC(F)(F)F)cc1	8	-35	0.3	5	1	-11	-5	1
Cc1nnc2c3c4c(sc3ncn12)CC(C)CC4 (stereo unspecified)	-1	-57	-0.3	-3	4	-1	4	-3
c1ccc2c3c(ccc2c1)CNCc1ccc2ccccc2c1-3	0	-7	-0.2	-1	-1	-13	7	-4
CN(C(=O)Nc1ccc(Cl)cc1)n1cnc2ccccc2c1=O	-9	-15	0.5	-1	-2	-2	7	0
COc1ccc(NC(=O)C(=O)/C=C(\O)c2ccccc2)cc1	-8	46	-0.1	7	-39	3	32	-2
Nc1ccc(Oc2c(F)c(F)c(Oc3ccc(N)cc3)c(F)c2F)cc1	-9	-18	-0.1	3	-48	4	35	-2
O=C1C=CC(=O)N1c1ccc2c(c1)OCCO2	-9	-9	-0.4	5	-8	0	7	-9
CCOC(=O)C(=CNc1cc(C(F)(F)F)ccc1N1CCOCC1)C(=O)OCC	4	-70	-0.4	-5	2	-16	-27	6
COc1cccc(OC)c1-c1nn(-c2ncc(C(F)(F)F)cc2Cl)c(=O)o1	6	-1	0.5	16	-3	-15	-3	-5
Cc1ccc(Nc2ncnc3ccccc23)cc1C	0	-42	0.4	1	0	4	14	-8
COC(=O)c1ccc(S(=O)(=O)N2CCN(c3ccc([N+](=O)[O-])cn3)CC2)n1C	-9	-23	0.2	8	2	-7	7	-3
O=C1c2cccc3cccc(c23)C12OCCS2 (stereo unspecified)	2	-27	-0.1	-2	4	1	5	-7
CC(=O)n1nccc1-c1cc(-c2ccccc2)no1	-18	11	-0.1	-3	2	-14	-16	-6
CCOC(=O)c1cc(Cl)c(NC(=O)C(F)(F)F)c(Cl)c1	4	-5	-0.7	0	-1	8	2	-3
CCOc1ccccc1Nc1n[nH]c(=S)s1	-13	88*	-0.1	1	6	0	7	-7
Clc1cccc(Cl)c1COc1cccc(N2CCOCC2)c1	3	-5	-0.7	8	0	-8	47	-5
O=C(O)c1ccccc1-c1ccccc1C(=O)NCCN1CCNC1=O	6	13	-0.1	4	-5	4	-10	-7
Cc1csc(-c2nc(-c3ccc(C(F)(F)F)cc3)no2)c1	1	-27	-3.7	-2	-1	-4	86*	-7
CC1=NN(c2ccccc2)C(=O)/C1=C/c1c(C)[nH]n(-c2ccccc2)c1=O	-3	-24	-0.3	3	10	1	-1	-7
O=C1c2ccncc2C(=O)N1Cc1csc2ccccc12	9	-20	0.2	1	0	9	4	-5
CC(=O)OC[C@@H](OC(C)=O)[C@@H](OC(C)=O)[C@@H](/C=N/N=C(N)N)OC(C)=O	3	4	-0.6	7	-2	24	-4	-1
O=C(Oc1ccccc1)c1cncc(C#Cc2ccccc2)c1	1	-34	-0.2	2	-5	9	-14	-5
O=c1[nH]nc(Sc2ncc([N+](=O)[O-])s2)n1-c1ccc2c(c1)OCCO2	1	25	-0.7	6	35	21	11	-1
CC(=O)c1cc(Cl)cc(Cl)c1OC(=O)c1ccc([N+](=O)[O-])cc1	2	8	0.2	5	-3	14	-27	0
NCCSCc1c(Cl)cccc1Cl	-1	-22	-0.9	8	0	-6	-9	-5
CC(C)(C)c1ccc(C(=O)C2CC2)cc1	-8	-22	-0.4	5	-4	-10	-11	-4
Cc1c(C)c(C)c(S(=O)(=O)NCCCN2CC(C)OC(C)C2)c(C)c1C (stereo unspecified)	3	13	-0.4	11	-7	14	8	0
O=C(O)Cc1c[nH]c2ccccc12	-5	-33	-0.3	-1	5	3	1	-1
O=S(=O)(O)c1cc(S(=O)(=O)O)c2cc(O)ccc2c1	5	4	0.0	8	24	2	23	-6
Cc1n[nH]c(C)c1N=Nc1cc(Cl)cc(Cl)c1	6	0	-0.2	10	-6	20	55	-1
CN(C)c1cc(-c2cccs2)oc(=O)c1Cl	.	-48	-0.6	-2	3	-3	4	-9
CCOC(=O)C(=CNc1cc(C(F)(F)F)ccc1NCCc1ccccn1)C(=O)OCC	14	-32	0.3	1	0	17	4	2
CCOC(=O)c1cc(-c2ccc(Cl)cc2)oc1C(F)(F)F	-11	65	-1.1	11	1	15	-13	-3
O=C(Nc1ccc(Cl)cc1)C1=Cc2cc(Cl)ccc2OC1	9	20	-0.2	-7	-6	18	11	6
CC(=O)Nc1ncccc1OC(C)=O	-6	2	0.2	2	33	7	-3	-7
Cc1nn(C)c2sc(C(=O)NC3CCCCNC3=O)cc12 (stereo unspecified)	3	-24	0.0	5	-1	0	-2	-8
CN(C)/C=C/C(=O)c1ccccc1C(=O)c1ccccc1	.	-3	-0.4	-2	1	-17	12	-6
C=CCNC(=S)NNC(=O)Cc1ccc([N+](=O)[O-])cc1	-5	-11	0.2	4	3	-5	6	-6
NNC(=O)CNC(=O)c1ccc(Br)cc1	-1	-21	-0.4	2	-4	23	-9	-7

3 entries out of the list, ordered by SMILES length, high to low.
SMILES	TLR4-MyD88 inh	Nox1 inhibitor	NOTCH ag	PME-1 Maybr inh	luminol inh ctr	KOR antag MB	S1P1 ag	rat GALR2 ag
CC(=O)OC[C@@H](OC(C)=O)[C@@H](OC(C)=O)[C@@H](/C=N/N=C(N)N)OC(C)=O	3	4	-0.6	7	-2	24	-4	-1
C=CCNC(=S)NNC(=O)Cc1ccc([N+](=O)[O-])cc1	-5	-11	0.2	4	3	-5	6	-6
O=C1c2ccncc2C(=O)N1Cc1csc2ccccc12	9	-20	0.2	1	0	9	4	-5

Additional records.
SMILES	TLR4-MyD88 inh	Nox1 inhibitor	NOTCH ag	PME-1 Maybr inh	luminol inh ctr	KOR antag MB	S1P1 ag	rat GALR2 ag
CC(=O)c1ccc(OCCCOc2ccc(C(C)=O)cc2)cc1	5	-38	0.4	-4	2	2	21	-11
CCOC(=O)c1c(NC(=O)c2snnc2C)c2cc([N+](=O)[O-])ccc2n1C	.	-43	-0.2	-5	3	13	4	3
C=CCSc1n[nH]c(-c2ccc([N+](=O)[O-])cc2)n1	0	-69	-0.3	-1	3	-5	-12	-6
C/C(=N/OC(=O)Nc1ccccc1Cl)C1CC1	6	-86	-0.1	2	-2	1	-5	-5
COC(=O)c1cc(C(N)=O)c(SC)s1	-5	-41	-5.3	2	4	8	-11	-4
CC(C)NC(=O)N(Cc1cccnc1)Cc1cccs1	2	-26	-0.6	-1	-1	4	16	-6
CS/C(N)=N/C(=S)Nc1cc(Cl)ccc1C	-18	-52	-0.5	3	-1	-17	-1	-7
Cc1cnc(NC(=O)c2nccnc2C(=O)O)c(C)n1	3	-5	-0.4	-1	-1	17	-12	-7
C#CC1CCCCC1N=Cc1cc(Cl)cc(Cl)c1O (stereo unspecified)	-3	-18	-0.6	0	4	5	-1	-1
Cc1nc(C23CC4CC(CC(C4)C2)C3)[nH]c(=O)c1Cl	-2	-35	-0.2	-1	2	-5	1	-2
Cc1onc(-c2c(Cl)cccc2Cl)c1NC(=O)NNc1ccccn1	-1	5	-0.1	5	-3	27	2	-3
Cn1ncc(-c2nc(-c3ccc(Cl)cc3)cs2)c1N	1	-33	-0.2	4	11	-11	14	-4
COc1ccc(-n2c(-c3ccco3)n[nH]c2=S)cc1	-7	-10	0.6	-1	66	11	-14	-6
Cn1cnc2c(cnn2-c2ccccc2)c1=O	-4	-112	-0.3	4	0	16	-6	-5
Cn1c2c(c3ccccc31)C(=O)C(Cn1ccnc1)CC2 (stereo unspecified)	-1	-28	-0.6	-1	0	-8	-2	-7
CCOC(=O)C(c1ccccc1)C(Nc1ccccc1)c1ccccn1 (stereo unspecified)	-5	-44	-0.9	2	4	-7	-2	-7
O=C(NNS(=O)(=O)c1ccc(Cl)cc1)c1csc(CS(=O)(=O)Cc2ccco2)n1	4	50	-0.2	6	21	3	15	0
Clc1ccc(-c2nc3ccccc3s2)cc1	-1	-26	0.3	-4	3	8	1	-10
COC(=O)c1cnn(-c2ccc(F)cc2F)c1/C=N/NC(=S)Nc1ccc(Cl)cc1	-19	16	-0.8	-8	15	31	-13	-7
O=C(Nc1ccccc1)Nc1ccc(Br)c(C(F)(F)F)c1	2	-12	0.1	-191	1	42	28	-12
O=C(O)CCNC(=S)Nc1cc(Cl)ccc1Cl	-4	4	0.0	4	-1	12	-12	-4
O=C1C=C(Nc2ccccc2)CC(c2ccc(Cl)cc2)C1 (stereo unspecified)	2	-28	-0.6	0	0	11	5	-5
CN(C)/C=N/c1ncc(C(F)(F)F)cc1Cl	-1	-49	-0.1	2	0	20	-4	-7
CCc1ccc(/C(C#N)=C/c2ccc(OC)cc2)cc1	3	-54	-0.6	-8	3	21	37	-7
Cc1nc(/C(N)=N/OC(=O)c2ccccc2Cl)c(C(F)(F)F)o1	5	-20	0.1	0	-1	12	58	-4
CSc1cccc(NC(=S)NCCCO)c1	-6	-77	-0.2	-7	-17	-17	7	-3
CCOC(=O)C1CCN(C(=O)c2cc(C(C)(C)C)nn2Cc2ccccc2)CC1	3	-17	-0.2	2	-2	-10	-6	-3
Cc1c(C)c(C)c(CSCc2n[nH]c(=S)n2-c2ccc(F)cc2)c(C)c1C	-11	2	-0.5	6	-1	16	3	-3

Structural class, those above containing a thiophene ring, fused or not.
SMILES	TLR4-MyD88 inh	Nox1 inhibitor	NOTCH ag	PME-1 Maybr inh	luminol inh ctr	KOR antag MB	S1P1 ag	rat GALR2 ag
Cc1ccc(NC(=O)c2ccsc2)cc1NS(C)(=O)=O	6	-8	0.4	2	-4	-1	-3	-4
COc1ccc(/C=C(\C#N)S(=O)(=O)c2ccccc2Cl)s1	-5	-23	-0.3	4	4	-8	25	-10
Clc1ccc(SCc2csc(-c3ccsc3)n2)cc1	1	1	-0.8	4	-2	6	1	-11
Cn1nc(C(F)(F)F)cc1OC(=O)c1cccs1	0	-58	-5.4	1	-1	17	-15	-2
Cc1nnc2c3c4c(sc3ncn12)CC(C)CC4 (stereo unspecified)	-1	-57	-0.3	-3	4	-1	4	-3
Cc1csc(-c2nc(-c3ccc(C(F)(F)F)cc3)no2)c1	1	-27	-3.7	-2	-1	-4	86*	-7
O=C1c2ccncc2C(=O)N1Cc1csc2ccccc12	9	-20	0.2	1	0	9	4	-5
CN(C)c1cc(-c2cccs2)oc(=O)c1Cl	.	-48	-0.6	-2	3	-3	4	-9
Cc1nn(C)c2sc(C(=O)NC3CCCCNC3=O)cc12 (stereo unspecified)	3	-24	0.0	5	-1	0	-2	-8
COC(=O)c1cc(C(N)=O)c(SC)s1	-5	-41	-5.3	2	4	8	-11	-4
CC(C)NC(=O)N(Cc1cccnc1)Cc1cccs1	2	-26	-0.6	-1	-1	4	16	-6
